UBC13 inh: blocks human UBC13 polyubiquitin chain formation; P61088; TR-FRET; inhibition, % at 20 µM; 0.47% of 330,000 active; AID 485273; in the data active = inhibition above about 45%, passing the limit was not always enough
Target sequence (P61088 whole entry, looked up): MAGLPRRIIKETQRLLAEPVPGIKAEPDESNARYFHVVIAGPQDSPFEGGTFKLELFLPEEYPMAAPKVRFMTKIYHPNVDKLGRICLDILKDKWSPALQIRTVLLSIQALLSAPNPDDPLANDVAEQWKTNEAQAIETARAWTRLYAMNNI
beta cell repl: inducers of beta-cell replication in MIN6 cells; MIN6 cells proliferation, ATPlite luminescence, 48 h; cells starved in 0.2% serum; 100% = growth in 10% serum; proliferation, % at 10 µM; 0.29% of 330,000 active; AID 2380;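 active = compounds whose signal lies at least 3.5 SD above the mean of all wells on their plate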;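 also: 0% = DMSO-treated cells in low-serum medium and 100% = 10% serum control; some compounds called inactive have numbers as strong as hits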
SENP7 block: inhibitors of human SENP7 protease. Q9BQF6. recombinant SENP7, Z-RLRGG-aminoluciferin luminescence, 40 min. inhibition, % at 5 µM. 1.5% of 330,000 active;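 active = inhibition above about 50% at the single test dose, limit read from the data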;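 also: plate controls were DMSO with enzyme for no effect and no enzyme buffer wells for full effect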
Target sequence (Q9BQF6 706-1050 limits assumed): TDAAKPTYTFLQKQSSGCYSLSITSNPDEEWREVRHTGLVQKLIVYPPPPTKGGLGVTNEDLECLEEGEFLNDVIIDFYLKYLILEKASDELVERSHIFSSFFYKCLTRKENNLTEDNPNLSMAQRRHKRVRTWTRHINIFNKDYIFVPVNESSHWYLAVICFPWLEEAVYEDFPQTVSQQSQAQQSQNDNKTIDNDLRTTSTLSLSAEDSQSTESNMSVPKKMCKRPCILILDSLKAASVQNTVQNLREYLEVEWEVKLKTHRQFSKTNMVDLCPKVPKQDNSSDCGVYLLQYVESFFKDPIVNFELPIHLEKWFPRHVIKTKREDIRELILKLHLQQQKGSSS
SENP1 inh: inhibitors of human SENP1 SUMO protease catalytic domain | Q9P0U3 | recombinant SENP1 catalytic domain, CyPet-SUMO1-YPet FRET cleavage | inhibition, % at 10 µM | 0.21% of 360,000 active | AID 624204;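 active = inhibition at least 30% at 10 µM, raw YFP signal under a set limit, fluorescence ratio 0.5 to 1.5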;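 also: 0% = enzyme with DMSO and 100% = no enzyme wells; some results filed as inactive read as strong as hits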
Target sequence (Q9P0U3 419-644 limits assumed): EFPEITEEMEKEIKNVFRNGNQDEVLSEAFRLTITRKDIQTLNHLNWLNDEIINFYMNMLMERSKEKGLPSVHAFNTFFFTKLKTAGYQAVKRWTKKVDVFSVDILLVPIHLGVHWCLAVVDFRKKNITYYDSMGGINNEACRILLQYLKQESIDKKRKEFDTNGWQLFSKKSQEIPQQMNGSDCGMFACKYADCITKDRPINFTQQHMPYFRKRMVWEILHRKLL
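Assay system: hSENP1 catalytic domain, recombinant. Amount: SENP1 enzyme, 20 pM final. Schedule: 50 min reaction, RT, dark. Technique: FRET, CFP and YFP emission. Control set: no-enzyme wells low, DMSO-plus-enzyme wells high control.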
PfG6PD inh: PfG6PD (Plasmodium falciparum) enzyme inhibition; AID 504690; PfGluPho enzyme, NADPH resazurin-diaphorase fluorescence; inhibition, % at 20 µM; 0.78% of 350,000 active;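 active = inhibition reaching at least a set limit at 20 µM in the primary screen, cut at about 59% in these data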;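 also: 0% = DMSO wells with substrate and 100% = DMSO wells lacking glucose-6-phosphate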
SENP8 block-1: SENP8 (human) protease inhibition. recombinant SENP8, Nedd8 substrate fluorescence. inhibition, % at 20 µM. 0.64% of 360,000 active. AID 602440; in the data active = inhibition mostly above about 40%, no sharp cut-off; inactive = mostly below about 27%
HKDC1 inhibitor: blocks human hexokinase HKDC1 activity | Q2TB90 | recombinant HKDC1, G6PDH/diaphorase resazurin coupled fluorescence | inhibition, % at 20 µM | 0.16% of 340,000 active;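 active = inhibition above about 35% when tested at 20 µM, limit read from the data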;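 also: plate controls were DMSO wells with enzyme for no effect and DMSO wells lacking enzyme for full effect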
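Test system: Recombinant HKDC1 (HK5) hexokinase enzyme, produced in-house | Input: HKDC1 at 5 µg/mL | Buffer or medium: Tris pH 8.0 buffer with MgCl2, Tween-20, BSA, BME | Schedule: 90 min reaction incubation at room temperature, dark | Technique: Resazurin-to-resorufin fluorescence via G6PDH and diaphorase coupling, 525/613 nm | Controls: DMSO wells with and without enzyme mix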
SENP8 block-2: blocks the human protease SENP8 | Q96LD8 | purified SENP8, Z-RLRGG-aminoluciferin cleavage, luminescence | inhibition, % at 10 µM | 1.2% of 330,000 active | AID 2540; in the data active = inhibition above about 50%
SENP6 inh: inhibitors of human SENP6 protease. inhibition, % at 10 µM. Recombinant SENP6 catalytic domain, aminoluciferin luminescence. Q9GZR1. 1.8% of 330,000 active. AID 2599;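 active = inhibition above about 50% at the single tested dose, limit read from the data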;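 also: plate controls were DMSO wells with enzyme for no effect and DMSO wells lacking enzyme for full effect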
An asterisk follows results filed as active; · = no result given. Hits appear at their usual frequency; about 4% have a hit in one of these screens.

SMILES	SENP6 inh	SENP7 block	SENP1 inh	beta cell repl	HKDC1 inhibitor	SENP8 block-2	PfG6PD inh	SENP8 block-1	UBC13 inh
Cc1cccc(S(=O)(=O)N2CN(CC3CCCO3)c3nc4ccccc4nc32)c1 (stereo not drawn)	17	0	-38	1	-4	8	20	-375	0
O=C(c1ccncc1)c1nccn1-c1ccccn1	-10	6	-101	-3	-6	2	6	-5	-5
CC(=O)c1sc(-c2ccc(F)cc2)cc1NS(=O)(=O)c1ccc(C)cc1	-17	4	-48	-3	0	-3	-5	-394	14
O=C1CC(C(=O)N2CCN(c3ccccn3)CC2)CN1Cc1ccccc1Cl (stereo not drawn)	-4	2	0	2	-3	0	12	-19	5
Cc1ccc(Nc2nc(CSc3nnc(-c4ccc(F)cc4)n3C)cs2)cc1	4	3	-3	-6	7	-1	21	14	3
Cc1c(C(=O)c2ccccc2)c2ccccn2c1CCc1ccccn1	-17	-7	-28	-3	-9	-12	5	-8	-2
Cc1nn(C)cc1CN(C)C(=O)c1cc2nc(-c3ccco3)cc(C(F)(F)F)n2n1	6	13	-55	-1	-3	-1	11	-407	2
CCCN1C(=O)/C(=C\C=C2/Sc3ccccc3N2CCO)SC1=S	-2	6	28	0	-2	2	25	20	-93
O=C(C1CC1)N(Cc1nc2ccccc2c(=O)[nH]1)Cc1cccs1	1	1	1	0	-5	-1	12	22	5
Cc1ccc(F)cc1NC(=O)C1CCN(c2cnccn2)CC1	-23	-5	1	-2	-6	-9	-2	-327	-12
O=C(O)c1cccc2c1C(=O)c1ccc(N3CCCC3)cc1S2(=O)=O	12	11	24	-3	0	1	-4	12	-37
CCOC(=O)C1CCN(C(=O)C2CCN(S(=O)(=O)c3cccc4nsnc34)CC2)CC1	-3	-3	1	-1	-5	8	-4	17	1
CC1CCN(S(=O)(=O)c2ccc3c(c2)N(CC(=O)NCCCN2CCCCC2C)C(=O)CS3)CC1 (stereo not drawn)	16	4	-2	1	1	0	-1	16	21
O=C(CN(c1ccccc1)S(=O)(=O)c1ccc(F)cc1)NC1CCS(=O)(=O)C1 (stereo not drawn)	-3	5	2	-2	-1	2	-8	-6	5
CCN(C(=O)COC(=O)CCCOc1ccc(Cl)cc1C)c1c(N)n(Cc2ccccc2)c(=O)[nH]c1=O	·	·	-2	·	-3	·	7	5	·
O=C(CSc1nnc(NC(=O)C2CC2)s1)NCc1cccs1	11	6	1	1	28	-1	13	3	4
CCCn1c2ccccc2c2cnn(CC(=O)NCCCN3CCCCC3CC)c(=O)c21 (stereo not drawn)	1	13	-1	0	-2	-4	2	-95	12
Cc1ccc(-n2nnnc2SCn2nnc3ccccc3c2=O)c(C)c1	-16	-11	1	-6	-3	-3	-1	10	-12
Cc1noc(C)c1C(=O)N1CCN(c2ccccc2O)CC1	10	-3	2	-3	-2	6	-8	15	-5
CC1CCc2sc(C(=O)OCC(=O)NC(C)C)cc2C1 (stereo not drawn)	-6	8	1	-5	-6	9	-1	1	-9
COC(=O)CCCCCNc1ccc(C(=O)OC)cc1N	-4	1	-66	0	0	-1	30	-416	-3
O=C(Oc1ccc(N(C(=O)c2ccncc2)S(=O)(=O)c2cccs2)cc1)c1ccncc1	-10	-1	1	-3	-5	5	8	18	14
COc1cc(-c2cc(C(=O)Nc3ccc(C)c(S(=O)(=O)N4CCOCC4)c3)c3ccccc3n2)cc(OC)c1OC	-2	5	1	-1	0	7	17	-357	22
CCOc1ccc(-c2cc(N3C(=O)Nc4ccccc4N3O)on2)cc1	54*	39	0	-4	1	18	-25	3	4
CC(=O)Oc1ccc(-c2ccc(C(=O)O)cc2)cc1	2	9	-1	0	-1	-10	-4	21	-1
COc1ccc(Cl)cc1NC(=O)C(OC)c1ccccc1 (stereo not drawn)	-4	-5	3	0	-1	-7	8	2	8
Cc1ccc(Cl)cc1N1CCN(C(=O)c2cc3c(=O)n(C)c4ccccc4c3n2C)CC1	-3	9	-2	-6	-2	-8	25	-20	-4
O=C(NCCN1CCOCC1)c1ccc([N+](=O)[O-])cc1[N+](=O)[O-]	-12	-9	-2	-2	-2	5	10	46*	-12
COc1cccc(Nc2cc(C)nc3ccccc23)c1	-25	-6	1	-2	6	-12	10	-42	-15
CCOC(=O)c1c(CSc2ccc(CC)cc2)oc2ccc(O)c(CN(C)C)c12	-7	3	1	-7	-2	-1	7	18	43

SMILES	SENP6 inh	SENP7 block	SENP1 inh	beta cell repl	HKDC1 inhibitor	SENP8 block-2	PfG6PD inh	SENP8 block-1	UBC13 inh
O=C(COC(=O)Cc1cccc(C(F)(F)F)c1)NC1CCS(=O)(=O)C1 (stereo not drawn)	-7	1	0	-1	-4	-9	-4	8	1
CC(Oc1ccc(Br)cc1Br)C(=O)Nc1cccnc1Cl (stereo not drawn)	-12	-2	2	8	4	1	6	10	0
COCCCNCCOc1cc(C(C)C)ccc1C	-10	-4	-2	-2	2	-4	3	10	5
Cc1cc(NC(=O)Nc2cccc(Cl)c2)n(-c2ccccn2)n1	-25	-5	1	0	-5	-11	35	11	9
COc1ccc(/C=C/C(=O)c2cc(Cl)cc(Cl)c2O)c(OC)c1	-5	1	-34	-3	-1	-8	10	-77	-17
COc1cc(C2NC(=O)NC(C)=C2C(=O)OC(C)(C)C)ccc1OCC(N)=O (stereo not drawn)	5	3	-5	3	-24	0	6	-1	2
COc1ccccc1N=Nc1[nH]c2ccc(C)cc2c1O	-7	6	1	3	-6	-14	23	22	-20
O=S(=O)(Cc1ccccc1)N1CCCc2ccccc21	-1	7	0	-2	-13	8	17	11	0
COc1ccc(C(=O)NNC(=O)c2cnccn2)cc1[N+](=O)[O-]	-6	-2	-2	-1	0	-7	-1	2	4
COc1ccc(N(CC(=O)Nc2ccc(F)c(F)c2)S(=O)(=O)c2c(C)[nH]c(=O)[nH]c2=O)cc1	-3	14	0	0	1	-5	-17	-4	-10
CN(CC(=O)Nc1ccccc1C(F)(F)F)C(=O)CSc1nnc(N)s1	-9	8	2	-2	-7	-7	-10	5	2
O=C(NCCc1ccccc1)C1CC(=O)N(C2CCCC2)C1 (stereo not drawn)	4	-1	-1	-1	-4	0	8	18	5
CCC(=O)Nc1nc(N)n(-c2ccccc2)n1	3	-2	0	-2	-1	-4	-20	16	-25
CC(C)(C)NC(=O)c1ccc2c(c1)C(=O)N(Cc1ccco1)C2=O	15	-2	1	-1	-6	6	-12	18	-4
O=C(O)CCC(=O)Nc1sc2c(c1C(=O)NC1CCCC1)CCCC2	-9	1	1	-3	0	4	-5	-5	-3
CCOc1ccc(C2C(C#N)=C(N)Oc3cc(C)n(Cc4ccco4)c(=O)c32)cc1OC (stereo not drawn)	-13	0	1	-3	-7	-8	-6	17	0
O=C(/C=C/c1cccc([N+](=O)[O-])c1)n1cnc2ccccc21	-2	-4	3	-5	11	8	4	9	-3
O=C(C1CCN(Cc2ccc(Cl)cc2)CC1)N1CCN(Cc2ccc3c(c2)OCO3)CC1	-11	2	2	-3	-5	7	-14	1	-1
COc1ccc(NC(=O)c2ccccc2NC(=O)C2CCCCC2C(=O)O)cc1 (stereo not drawn)	·	·	2	·	-1	·	-23	4	·
N=NC(=O)c1ccccc1Nc1c(O)[nH]c2ccccc12	·	·	12	·	-3	·	23	2	·
COc1ccc(/C=N/Nc2nc(NCc3ccco3)nc(Nc3ccc(OC)cc3)n2)cc1	-1	2	-1	0	2	3	-2	5	-5
O=C(CSc1nnc(C2CC2)n1-c1ccccc1)Nc1ccc(N2CCOCC2)cc1	-11	-1	2	-2	3	0	0	19	4
COC(=O)c1ccc(/C=N/NC(=O)CC(=O)NCC(C)C)cc1	-2	-3	0	-1	-2	-2	-7	24	6
Nc1ccc(O)cc1C(=O)OCC(=O)C12CC3CC(CC(C3)C1)C2	15	5	-61	-3	7	6	43	-486	5
Cc1cc(C)c2cc3c(ccn3C3OC[C@H](O)[C@H](O)[C@H]3O)cc2n1 (stereo partly drawn)	-14	5	1	-3	6	4	10	-248	-4
COc1ccc2oc(-c3ccco3)cc(=O)c2c1	81*	80*	5	-1	1	61*	6	-462	20
COc1ccc(C(CNC(=O)C(CCSC)NC(=O)c2ccccc2Cl)N2CCOCC2)cc1 (stereo not drawn)	-18	4	-1	-1	0	3	-16	8	-1
COc1ccc(CNC(=O)CN2CCN(c3ccc(F)cc3)CC2)cc1	-4	-7	1	-2	-5	-2	-9	6	7
Cn1nc(CC#N)c2c(=N)n(N)cnc21	·	·	1	·	-6	·	1	2	·
CCN1CCCC1CNC(=O)c1ccccc1Cl (stereo not drawn)	7	1	-3	-2	-6	5	-20	8	0

4 entries picked at random from those above, as already listed:
SMILES	SENP6 inh	SENP7 block	SENP1 inh	beta cell repl	HKDC1 inhibitor	SENP8 block-2	PfG6PD inh	SENP8 block-1	UBC13 inh
O=S(=O)(Cc1ccccc1)N1CCCc2ccccc21	-1	7	0	-2	-13	8	17	11	0
Cn1nc(CC#N)c2c(=N)n(N)cnc21	·	·	1	·	-6	·	1	2	·
Cc1cc(NC(=O)Nc2cccc(Cl)c2)n(-c2ccccn2)n1	-25	-5	1	0	-5	-11	35	11	9
COc1ccc(CNC(=O)CN2CCN(c3ccc(F)cc3)CC2)cc1	-4	-7	1	-2	-5	-2	-9	6	7

Screens from PubChem.
